Source: PubChem BioAssay
DPM-DC inhibit: S. pneumoniae DPM-DC inhibitors, primary screen, biochemical, PK/LDH-coupled NADH fluorescence. purified DPM-DC. diphosphomevalonate decarboxylase (Streptococcus pneumoniae D39). AID 556, 2006. 65,000 compounds, 0.49% hits. calls only at 10 µM;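 active means the 320 compounds with the highest percent inhibition in the single-dose primary screen, excluding strongly autofluorescent ones, cut at about 32% in these data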;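 further: kinetic rate of NADH fluorescence loss reporting ADP formed by the decarboxylase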
KRASV12 cytotoxicity: cytotoxicity in KRAS-transformed pancreatic duct cells, primary screen, cell-based, fluorescence, HTS (AID 431); HPDE-C7K KRASV12 cells, Alamar Blue viability, 48 h; higher % means a stronger effect; 63,000 compounds, 1.7% hits; one-dose cytotoxicity, % at 10 µM; EC50 in µM for titrated hits;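 active means compounds whose percent cytotoxicity in the single-dose primary screen, scaled between solvent and toxic-drug controls, exceeds 50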;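 further: 0% = DMSO solvent wells and 100% = doxorubicin-treated wells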
HPDE-C7 viability: cytotoxicity in HPDE-C7 cells, cell-based, fluorescence, HTS (AID 430) | HPDE-C7 pancreatic duct cells viability, fluorescence; higher % means a stronger effect | cytotoxicity, % at 10 µM; hits with a dose series show EC50 in µM | 63,000 compounds, 1.8% hits;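 further: cells exposed to compound for 48 hours before viability readout; 0% = vehicle and 100% = reference cytotoxic drug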
HT1080 cytotoxicity: cytotoxicity in HT1080 fibrosarcoma cells, cell-based, fluorescence readout (AID 620). one-dose cytotoxicity, % at 10 µM; EC50 in µM for titrated hits. 87,000 compounds, 0.42% hits. HT1080 viability, fluorescence; higher % means a stronger effect;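 further: cells exposed to compound overnight then 4 h with Alamar Blue; 0% = vehicle DMSO and 100% = killing control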
Alkaline phosphatase: human TNAP enzyme inhibitors, biochemical, luminescent (AID 518) | Alkaline phosphatase, tissue-nonspecific isozyme (Homo sapiens) | purified TNAP enzyme, luminescent substrate readout; higher % means a stronger effect | inhibition, % at 20 µM; hits with a dose series show IC50 in µM | 64,000 compounds, 0.09% hits; in the data active means a potency from the dose series; inactive means the rest, 99 in 100 with inhibition below about 22%;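 further: plate controls were vehicle for no effect and reference inhibitor for full effect; many of its hits are not listed in these tables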
Spn MK inh: S. pneumoniae MK inhibitors, primary screen, biochemical, PK/LDH-coupled NADH absorbance | mevalonate kinase [Streptococcus pneumoniae D39] | purified MK, PK/LDH-coupled NADH absorbance 340 nm | inhibition, % at 10 µM | 65,000 compounds, 0.48% hits;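 active means ranked among the strongest by inhibition in the single 10 µM screen, a fixed top-ranked set picked for dose follow-up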; further: no value below 0 was filed
PMK inhibit: S. pneumoniae PMK inhibitors, primary screen, biochemical, mevalonate pathway, pilot trial included | 65,000 compounds, 0.49% hits | purified PMK, PK/LDH-coupled NADH absorbance 340 nm | inhibition, % at 10 µM | phosphomevalonate kinase (Streptococcus pneumoniae D39);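 active means top-ranked compounds by inhibition in the single 10 µM screen, taking a fixed number of the strongest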;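 further: 0% = full reaction with DMSO carrier and 100% = background rate without enzyme reaction; no value below 0 was filed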
LYP inhibition: LYP phosphatase inhibitors, primary screen, biochemical, DiFMUP fluorescence, recombinant catalytic domain, 10 µM (AID 606); recombinant LYP catalytic domain, DiFMUP fluorescence; higher % means a stronger effect; 52,000 tested, under 10 active; inhibition, % at 10 µM, or IC50 in µM where a hit was titrated; Tyrosine-protein phosphatase non-receptor type 22 (Homo sapiens);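 active means IC50 under 40 µM in the dose-response test; inactive means IC50 of 40 µM or more, or never dose-tested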
Bfl-1 displacement: Bfl-1 inhibitors, primary screen, biochemical, fluorescence polarization, FITC-Bid, mouse (AID 432); Bcl-2-related protein A1 (Mus musculus); FITC-Bid BH3 peptide fluorescence polarization displacement; higher % means a stronger effect; displacement, % at 20 µM, or IC50 in µM where a hit was titrated; 64,000 compounds, 0.02% hits; in the data active means a potency from the dose series; inactive means the rest, 99 in 100 with displacement below about 15%; further: strong numbers were not always called active
PMK inhibit pilot replicates: also measured in PMK inhibit; calls as there; inhibition, %; measured here: pilot screen replicates
Spn MK inh pilot replicates: also measured in Spn MK inh; calls as there; inhibition, %; measured here: pilot screen replicates
DPM-DC inhibit pilot screen %: also measured in DPM-DC inhibit; calls as there; inhibition, %; measured here: pilot screen trials
Numbers without * were called inactive; i = inactive; / = not tested or not shown; + = active, no number. Unless noted, no stated cut-off is given here; in the data, active means cytotoxicity above about 50%; inactive means the rest. Random draw from the library; about 3.5% have a hit in one of these screens.

Start of the data: the first 6 entries (preview)
SMILES	DPM-DC inhibit	KRASV12 cytotoxicity	HPDE-C7 viability	HT1080 cytotoxicity	Alkaline phosphatase	Spn MK inh	PMK inhibit	LYP inhibition	Bfl-1 displacement	others
CCCc1[nH]nc2c1C(CCC)C(C#N)=C(N)O2 (configuration not stated)	i	-3%	0%	-3%	8%	4	6	-17%	7%
O=C(NCCCN1CCCC1=O)c1ccc2c(=O)n(Cc3ccco3)c(=S)[nH]c2c1	i	10%	-10%	3%	12%	6	12	16%	-2%	PMK inhibit pilot replicates=2.0;Spn MK inh pilot replicates=5.0;DPM-DC inhibit pilot screen %=0.0
CCOc1ccc(C2CC(c3cccc(C)c3)n3ncnc3N2)cc1 (configuration not stated)	i	11%	9%	/	3%	7	0	10%	-2%	PMK inhibit pilot replicates=3.0;Spn MK inh pilot replicates=2.5;DPM-DC inhibit pilot screen %=3.5
COc1cccc(-n2nnc3c(=O)n(CC(=O)OCc4ccccc4)cnc32)c1	i	/	/	-14%	/	6	15	18%	/
CN(C)S(=O)(=O)c1ccc(Oc2ccc(S(=O)(=O)N(C)C)cc2)cc1	i	-7%	-4%	-1%	7%	4	12	2%	-4%	PMK inhibit pilot replicates=0.0;Spn MK inh pilot replicates=0.0;DPM-DC inhibit pilot screen %=1.5
CCc1nnc(NC(=O)c2nc3nccc(C)n3n2)s1	i	-11%	-12%	0%	-5%	0	5	/	-6%

This part in full, from the start:
SMILES	DPM-DC inhibit	KRASV12 cytotoxicity	HPDE-C7 viability	HT1080 cytotoxicity	Alkaline phosphatase	Spn MK inh	PMK inhibit	LYP inhibition	Bfl-1 displacement	others
CCCc1[nH]nc2c1C(CCC)C(C#N)=C(N)O2 (configuration not stated)	i	-3%	0%	-3%	8%	4	6	-17%	7%
O=C(NCCCN1CCCC1=O)c1ccc2c(=O)n(Cc3ccco3)c(=S)[nH]c2c1	i	10%	-10%	3%	12%	6	12	16%	-2%	PMK inhibit pilot replicates=2.0;Spn MK inh pilot replicates=5.0;DPM-DC inhibit pilot screen %=0.0
CCOc1ccc(C2CC(c3cccc(C)c3)n3ncnc3N2)cc1 (configuration not stated)	i	11%	9%	/	3%	7	0	10%	-2%	PMK inhibit pilot replicates=3.0;Spn MK inh pilot replicates=2.5;DPM-DC inhibit pilot screen %=3.5
COc1cccc(-n2nnc3c(=O)n(CC(=O)OCc4ccccc4)cnc32)c1	i	/	/	-14%	/	6	15	18%	/
CN(C)S(=O)(=O)c1ccc(Oc2ccc(S(=O)(=O)N(C)C)cc2)cc1	i	-7%	-4%	-1%	7%	4	12	2%	-4%	PMK inhibit pilot replicates=0.0;Spn MK inh pilot replicates=0.0;DPM-DC inhibit pilot screen %=1.5
CCc1nnc(NC(=O)c2nc3nccc(C)n3n2)s1	i	-11%	-12%	0%	-5%	0	5	/	-6%
N#CC(C(=O)NC1CCCCC1)c1nc2ccccc2nc1N1CCN(c2ccccc2F)CC1 (configuration not stated)	i	-8%	7%	-22%	14%	9	4	10%	4%
O=C1Nc2ccccc2C(O)(C(=O)NC2CC2)N1c1ccc(Cl)c(Cl)c1 (configuration not stated)	i	0%	-10%	4%	7%	0	13	4%	2%
CCOC(=O)c1cnn(-c2sc(C(=O)OCC)c(C)c2C(=O)OCC)c1N	i	-12%	-9%	2%	0%	8	15	11%	6%	PMK inhibit pilot replicates=0.0;Spn MK inh pilot replicates=0.0;DPM-DC inhibit pilot screen %=2.0
CCn1cc(SCC(=O)NCc2ccc3c(c2)OCO3)c2ccccc21	i	6%	5%	-3%	7%	5	2	-9%	0%
CCOc1ccc(C(=O)N2CCCN(C(=O)c3ccc(OCC)cc3)CC2)cc1	i	5%	8%	8%	10%	13	9	75%	-5%
Cc1ccc(CNC(=O)CN(C)S(=O)(=O)c2cccc3nsnc23)cc1	i	-7%	2%	-4%	9%	4	18	6%	-6%
CC(=O)n1cc(Nc2ccccc2C(=O)O)c2ccccc21	/	6%	-6%	0%	9%	3	2	14%	1%
CCS(=O)(=O)NCCc1ccc(OC)c(OC)c1	i	2%	-5%	-2%	16%	8	2	12%	-3%
COc1ccccc1N1CC(C(=O)OC(C)C(=O)N2CCCc3ccccc32)CC1=O (configuration not stated)	i	-7%	-4%	-9%	2%	4	14	/	-7%
Cc1oc(-c2ccccc2)[n+]([O-])c1C	i	-16%	-6%	1%	11%	8	7	23%	-14%
CCS(=O)(=O)N1CCC(C(=O)NCc2ccccn2)CC1	i	-5%	-14%	-3%	6%	0	7	11%	3%
O=C(CSc1ccc2nnc(-c3ccncc3)n2n1)Nc1ccc2c(c1)OCO2	i	3%	2%	10%	6%	10	8	-29%	-8%
Cc1cc(C)c2c(c1)-c1cc(C)nn1C(c1ccc3c(c1)OCO3)N2 (configuration not stated)	i	21%	29%	-1%	4%	4	5	/	12%
Cc1ccc(S(=O)(=O)NC(CC(=O)N2CCc3ccccc32)c2ccco2)cc1 (configuration not stated)	i	-1%	3%	9%	8%	3	7	-6%	0%
CCCC(=O)Nc1ccc(NC(=O)c2ccccn2)cn1	i	-3%	-9%	5%	3%	14	0	-6%	-3%
COC(=O)CNC(=O)c1c(-c2ccccc2Cl)noc1C	i	2%	3%	1%	8%	18	2	8%	-3%
CCC(C)NC(=O)CCS(=O)(=O)c1ccc(Br)s1 (configuration not stated)	i	9%	-4%	12%	9%	4	11	-13%	3%
Cc1cc(C)nc(SCNC(=O)c2ccc(F)cc2)n1	i	0%	-5%	-4%	9%	2	11	/	-2%
CN1CCN(CC(=O)C23CC4CC(CC(C4)C2)C3)CC1	i	15%	17%	-3%	9%	7	10	11%	-4%
The results go on.
SMILES	DPM-DC inhibit	KRASV12 cytotoxicity	HPDE-C7 viability	HT1080 cytotoxicity	Alkaline phosphatase	Spn MK inh	PMK inhibit	LYP inhibition	Bfl-1 displacement	others
Cc1nc2cc(S(=O)(=O)N(C)C)ccc2n1-c1ccccc1	i	-20%	-12%	-4%	8%	2	3	12%	8%
CCCOc1ccc(/C=c2\sc3nc(-c4ccco4)nn3c2=O)cc1OCC	i	-1%	3%	18%	12%	5	17	/	11%
CN1C(=O)CC2(CC(=O)N(Cc3ccccc3)C2)C1=O (configuration not stated)	i	-7%	-14%	-1%	8%	9	5	9%	-4%
Cc1ccc(NC(=O)N2CCC(NC(=O)c3ccccc3C)CC2)cc1	i	11%	1%	4%	9%	15	11	/	-5%
Cc1nnc(N2CCN(Cc3ccccc3)CC2)[nH]c1=O	i	-15%	-7%	1%	17%	11	8	9%	5%
Cn1c(SCC2CCCCC2)nnc1-c1ccncc1	i	7%	-5%	6%	6%	12	18	18%	-8%
CS(=O)(=O)N1CCN(c2ccccc2NC(=O)Cc2ccc(Cl)cc2)CC1	i	4%	9%	-4%	-5%	0	10	-3%	-2%
O=C(CCCc1c[nH]c2ccccc12)N1CCCCCC1	i	9%	-3%	5%	9%	11	12	/	-6%
Clc1ccc(-c2nnc3sc(-c4ccccn4)nn23)cc1	i	12%	0%	35%	7%	7	0	/	-5%
COC(=O)C1=C(N)Oc2cc(C)n(Cc3cccnc3)c(=O)c2C1c1ccc(OC)c(OC)c1 (configuration not stated)	i	2%	5%	-3%	7%	0	15	-29%	-7%
O=C(COC(=O)c1cccc(C(=O)OCC(=O)NC2CCCCC2)n1)NC1CCCCC1	i	-4%	-13%	-4%	3%	0	14	/	-12%
CCN(CC)C(=O)CSc1nc2ncc(Cl)cc2[nH]1	i	-6%	-9%	2%	12%	9	5	/	-2%
CCc1cc(/C(Cc2ccc3ccccc3n2)=N\O)c(O)cc1O	+	/	/	3%	/	0	5	-10%	/
CN(C)C(CNC(=O)c1cccs1)c1cccnc1 (configuration not stated)	i	4%	11%	0%	3%	2	11	2%	1%
CCc1sc(C(=O)N2CCN(S(C)(=O)=O)CC2)cc1Br	i	-1%	-4%	6%	0%	9	0	-8%	-9%
Cc1cccc(C)c1NC(=O)N1CCC(n2cnc3ccccc32)CC1	i	-20%	-24%	1%	13%	0	20	-2%	3%
CCCS(=O)(=O)c1nnnn1-c1cccc(OC)c1	i	6.3µM*	6.6µM*	67%*	4%	4	5	9%	19%
CC12CCC3(CO)COC(c4ccccc4O1)C2C3 (configuration not stated)	i	-10%	-18%	4%	8%	1	0	-8%	0%
C=CCn1c(=O)c2ccccc2n2c(SC(C)C(=O)Nc3nc(-c4ccccc4)cs3)nnc12 (configuration not stated)	i	20%	9%	-2%	14%	0	13	/	1%	PMK inhibit pilot replicates=2.5;Spn MK inh pilot replicates=2.0;DPM-DC inhibit pilot screen %=0.0
CCOc1ccccc1NC(=O)CSc1nc2c(c(=O)n1C)SC(C)C2 (configuration not stated)	i	-1%	0%	-1%	1%	0	11	5%	4%
FC(F)(F)c1nnc2sc(-c3ccccn3)nn12	i	1%	-1%	5%	10%	0	1	/	-1%
Cc1c(N=CC=Nc2c(C)n(C)n(-c3ccccc3)c2=O)c(=O)n(-c2ccccc2)n1C	i	-1%	-18%	-14%	2%	0	7	/	4%
COc1ccc(N2C(=O)C(Cl)=C(N3CCCC3)C2=O)cc1	i	-1%	11%	-3%	10%	0	18	0%	-1%	PMK inhibit pilot replicates=3.5;Spn MK inh pilot replicates=0.5;DPM-DC inhibit pilot screen %=2.0
CCCc1nc(SCC(=O)Nc2cc(Cl)ccc2OC)c2c(=O)n(C)c(=O)n(C)c2n1	i	-2%	0%	1%	4%	7	3	14%	9%
Cc1ccc(S(=O)(=O)Nc2c(C)n(C)n(-c3ccccc3)c2=O)cc1C(=O)NCc1ccccn1	i	-2%	-4%	-10%	7%	0	20	6%	0%
COc1ccccc1C(=O)Nc1ccccn1	i	-5%	2%	-5%	2%	1	10	10%	-8%

An excerpt from further up, as a working copy:
SMILES	DPM-DC inhibit	KRASV12 cytotoxicity	HPDE-C7 viability	HT1080 cytotoxicity	Alkaline phosphatase	Spn MK inh	PMK inhibit	LYP inhibition	Bfl-1 displacement	others
O=C(CCCc1c[nH]c2ccccc12)N1CCCCCC1	i	9%	-3%	5%	9%	11	12	/	-6%
Clc1ccc(-c2nnc3sc(-c4ccccn4)nn23)cc1	i	12%	0%	35%	7%	7	0	/	-5%

3 entries drawn at random from those above, as already listed:
SMILES	DPM-DC inhibit	KRASV12 cytotoxicity	HPDE-C7 viability	HT1080 cytotoxicity	Alkaline phosphatase	Spn MK inh	PMK inhibit	LYP inhibition	Bfl-1 displacement	others
O=C(CCCc1c[nH]c2ccccc12)N1CCCCCC1	i	9%	-3%	5%	9%	11	12	/	-6%
COc1ccc(N2C(=O)C(Cl)=C(N3CCCC3)C2=O)cc1	i	-1%	11%	-3%	10%	0	18	0%	-1%	PMK inhibit pilot replicates=3.5;Spn MK inh pilot replicates=0.5;DPM-DC inhibit pilot screen %=2.0
FC(F)(F)c1nnc2sc(-c3ccccn3)nn12	i	1%	-1%	5%	10%	0	1	/	-1%
